Screening data deposited in PubChem BioAssay by National Center for Advancing Translational Sciences (NCATS).
D1 agonist: agonists of human D1 dopamine receptor. P21728. HEK293 T-REx D1 cells, calcium flux, agonist mode. activation, % at 2 µM. 360,000 compounds, 1% hits. AID 504660; also: 0% is about no effect
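Agonism was scored from calcium flux recorded over 180 s (1 read/s) after pintool compound addition, following a 10-cycle baseline. Cells were inducible force-coupled HEK293 TREx D1, plated overnight at 30 C and loaded with no-wash calcium dye.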
RXFP1 antagonist: RXFP1 (human) relaxin receptor antagonism; HEK293-RXFP1, relaxin-stimulated cAMP HTRF, 30 min; stronger effect = lower value; AID 1259400; 350,000 compounds, 0.59% hits; Q9HBX9; activity change, negative = inhibition, % at 57.5 µM;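 active = activity change of -60% or lower, but not beyond a set lower limit; inconclusive = change between -60% and -40%, or beyond the set limit; inactive = change above -40%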; also: % is scaled to controls: 0 for no effect and ±100 for the full control effect
Target sequence (Q9HBX9 whole entry, looked up): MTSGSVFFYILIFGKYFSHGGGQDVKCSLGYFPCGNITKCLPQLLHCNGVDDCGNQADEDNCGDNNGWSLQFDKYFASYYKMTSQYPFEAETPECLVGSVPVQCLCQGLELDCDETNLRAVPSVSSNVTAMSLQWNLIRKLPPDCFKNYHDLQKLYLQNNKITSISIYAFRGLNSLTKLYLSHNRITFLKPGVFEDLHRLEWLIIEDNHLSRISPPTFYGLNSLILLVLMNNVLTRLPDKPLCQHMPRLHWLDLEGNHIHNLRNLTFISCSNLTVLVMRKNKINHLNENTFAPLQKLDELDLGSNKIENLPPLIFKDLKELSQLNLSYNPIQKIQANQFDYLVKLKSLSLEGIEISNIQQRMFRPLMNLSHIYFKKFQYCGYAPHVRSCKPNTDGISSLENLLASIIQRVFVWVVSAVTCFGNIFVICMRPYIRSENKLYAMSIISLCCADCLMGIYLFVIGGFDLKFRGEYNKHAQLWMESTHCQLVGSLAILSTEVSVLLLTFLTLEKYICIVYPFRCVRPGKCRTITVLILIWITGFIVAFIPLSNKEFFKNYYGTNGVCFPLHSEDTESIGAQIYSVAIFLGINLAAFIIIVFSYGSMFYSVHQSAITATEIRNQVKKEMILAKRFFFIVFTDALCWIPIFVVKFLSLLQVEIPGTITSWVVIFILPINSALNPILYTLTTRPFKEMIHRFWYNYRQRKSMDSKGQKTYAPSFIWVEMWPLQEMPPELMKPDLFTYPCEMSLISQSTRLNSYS
D2 antagonist: antagonizes the human D2 dopamine receptor. P14416. HEK293 TREx D2 cells, calcium flux, dopamine EC80. inhibition, % at 10 µM. 340,000 compounds, 2% hits. AID 485344; in the data active = inhibition above about 30%; also: 0% is about no effect
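Measurement of antagonist activity uses fluorescent calcium dye in inducible HEK293 T-REx D2 cells: 10 s baseline, compound addition with 180 s read, EC80 dopamine addition with a further 180 s read.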
D1 potentiator: human D1 dopamine receptor positive modulation. P21728. potentiation, % at 10 µM. 360,000 compounds, 0.036% hits. HEK293 TREx D1 cells, calcium flux, dopamine EC20 potentiation; in the data active = potentiation above about 30%; also: 0% is about no effect
TRHR enhancer: allosteric enhancers of human TRH receptor | TRHR cells, fluo-8 calcium fluorescence, EC20 TRH enhancement | 360,000 compounds, 0.66% hits | enhancement, % at 2 µM | P34981; in the data active = enhancement above about 30%; also: 0% is about no effect
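TRHR-expressing cells loaded with fluo-8 calcium dye were read kinetically (ex 480/em 530) during compound addition, then stimulated with an EC20 of TRH (10 nM final). Enhancement of the Gq-mediated intracellular calcium response was scored.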
D1 antag: antagonists of human D1 dopamine receptor; 360,000 compounds, 3.2% hits; HEK293 TREx D1 cells, calcium flux, dopamine EC80; stronger effect = lower value; P21728; activity change, negative = inhibition, % at 10 µM; in the data active = activity change below about -30%; also: % is scaled to controls: 0 for no effect and ±100 for the full control effect
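Antagonism measured as reduced calcium response to an EC80 dopamine addition following 180 s compound pre-read; cells were inducible HEK293 Trex D1 plated overnight at 30 C, read kinetically at 1 cycle/sec.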
D2 PAM: positive allosteric modulators of human D2 dopamine receptor; P14416; HEK293 T-REx D2, calcium flux, EC20 dopamine potentiation; potentiation, % at 10 µM; 340,000 compounds, 0.34% hits;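 active = potentiation over 3 SD above the plate norm, cut at about 30% in these data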; also: 0% is about no effect
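Tetracycline-induced Hek293 Trex D2 cells, force-coupled to calcium, loaded with no-wash calcium dye. Compound added with 180 s kinetic read for agonism, then EC20 dopamine and a further 180 s read for potentiation.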
D2 agonist: D2 dopamine receptor (human) agonism; HEK293 T-REx D2 cells, calcium flux agonist mode; activation, % at 2 µM; 340,000 compounds, 0.53% hits; AID 485358;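 active = activation over 3 SD above normal in the single-dose calcium agonist read, cut at about 30% in these data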; also: 0% is about no effect
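Agonism is scored from calcium flux in a force-coupled, inducible HEK293 cell line expressing D2, read kinetically for 180 s after compound addition against dopamine controls.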
TRHR agonist: TRH receptor (human) agonism. 360,000 compounds, 0.18% hits. P34981. AID 493084. TRHR cells, calcium flux fluo-8, FDSS agonist mode. activation, % at 2 µM; also: 0% is about no effect
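Fluo-8-loaded TRHR cells; 10 s baseline, compound added, kinetic Ca2+ fluorescence read 1/s, agonist mode.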
* hit, by the source's call; u = inconclusive; x = no result given; & = joins results of further samples. Rule as the data show it, unless noted: active = activation above about 30%; inactive = the rest.

Structure,D1 agonist,RXFP1 antagonist,D2 antagonist,D1 potentiator,TRHR enhancer,D1 antag,D2 PAM,D2 agonist,TRHR agonist
CN(CC(=O)Nc1ccc(F)c(F)c1F)c1cnccn1,1,x,17,4,12,-8,-13,-0.7,0.0
c1ccc(Cn2c(NCc3ccncc3)nc3ccccc32)cc1,2,3,-5,0,4,-5,1,1.2,-0.1
Cn1c(SCC(=O)Nc2ccc3c(c2)OCCO3)nnc1C(F)(F)F,0,6,-13,0,4,-12,-7,-0.1,0.3
COC(=O)CCC(=O)NNC(=O)c1ccc(Cl)cc1Cl,1,-10,0,-7,-3,3,8,0.5,-0.1
CCOc1ccccc1CNc1nc2nc(C)c(CC(=O)OC)c(=O)n2[nH]1,0,-6,x,1,-7,-3,2,x,0.2
O=[N+]([O-])c1ccc(SCc2ccco2)cc1N1CCOCC1,1,-6,-17,-1,1,6,4,0.1,-2.5
CCc1ccc(CN(Cc2ccco2)c2cnc(S(C)(=O)=O)nc2C(=O)Nc2ccccc2Cl)cc1,22,-11,x,1,1,11,9,x,-1.2
COc1ccccc1CNc1nc2nc(C)c(C)c(=O)n2[nH]1,3,-15,-1,-1,5,1,6,-1.1,0.1
O=C1CC(N2CCCc3ccccc32)C(=O)N1c1ccccc1Cl (stereo not drawn),-1,-13,x,2,-10,-14,x,x,0.5
CCC(OC(=O)c1ccco1)C(=O)NCc1ccc(OC)cc1 (stereo not drawn),0,-8,x,-4,2,1,-2,x,1.3
CCc1c(C)nc(SCC(=O)NNC(=O)c2ccco2)[nH]c1=O,2,-2,2,0,-3,-8,4,-0.1,0.9
COc1cc(CNCc2cccs2)ccc1OCc1cccs1,10,8,-15,-7,-1,-6,-8,-1.0,-0.2
Nc1nnc(-c2cccc(Cl)c2Cl)c(N)n1,2&0,-5,13,1&0,3&6,11&8,-7&3,0.9,-0.4&0.0
CN1CC=C2C(C#N)=C(N)C(C#N)(C#N)[C@H](c3ccoc3)[C@H]2C1,10,-26,-5,-3,-1,-4,-13,5.8,4.4
CC(=O)Nc1ccc(S(=O)(=O)N(C)CC(=O)Nc2nc3ccccc3[nH]2)cc1,3,-3,1,0,0,-11,7,0.0,0.2
CCOC(=O)c1cc(NC(=O)SCC(=O)O)c(C)nc1C,2,-9,3,-2,-3,-14,-1,0.4,0.1
Cc1cc(C(=O)NNC(=O)CCC2CCCCC2)c(C)o1,-1,-2,-11,4,4,-13,-4,-0.1,0.3
CCc1cc(CNC(=O)CC2C(=O)NCCN2Cc2ccccc2C(F)(F)F)on1 (stereo not drawn),0,0,4,2,-2,19,3,0.6,0.4
COc1ccc(OC)c(-c2cc(-c3cccnc3)nc(N)c2C#N)c1,1,0,1,3,-5,-11,-1,-1.2,-0.8
CN1CCN(C(=O)/C(=C\c2ccc3c(c2)OCO3)NC(=O)c2cccs2)CC1,0,-12,-12,-4,9,-1,-4,1.5,0.4

The list goes on; it opens with the 2 that closed the last part.
Structure,D1 agonist,RXFP1 antagonist,D2 antagonist,D1 potentiator,TRHR enhancer,D1 antag,D2 PAM,D2 agonist,TRHR agonist
COc1ccc(OC)c(-c2cc(-c3cccnc3)nc(N)c2C#N)c1,1,0,1,3,-5,-11,-1,-1.2,-0.8
CN1CCN(C(=O)/C(=C\c2ccc3c(c2)OCO3)NC(=O)c2cccs2)CC1,0,-12,-12,-4,9,-1,-4,1.5,0.4
CCOc1cc(Br)cc(/C=C2\SC(=Nc3ccccc3)NC2=O)c1O,2,-22,4,1,-2,-26,-4,0.4,3.4
O=S(=O)(c1ccc(NC(=S)N2CCN(c3ccc(O)cc3)CC2)cc1)N1CCOCC1,4,-10,-8,0,-7,-28,7,0.7,0.1
CCCCCn1c(SCC2CCCO2)nc2cc(C(=O)N3CCC(C(N)=O)CC3)ccc2c1=O (stereo not drawn),-2,6,-6,0,1,5,-2,0.7,-0.1
O=C(c1ccccc1)N1CCN(C(=S)NCc2ccco2)CC1,3,-7,9,0,0,1,0,6.5,-0.1
COc1cccc(CN2C(=O)c3cccc(N)c3C2=O)c1,9,7,-10,-6,2,-3,1,0.2,3.4
COc1ccc(NC(=O)CN2CCN(CC(=O)Nc3ccccc3Cl)CC2)c(OC)c1,2,-18,-38,-3,0,-2,-7,-1.9,-0.2
Cc1ccc(-n2nnc(-c3nccn3C)n2)cc1,-3,x,x,-2,2,-7,x,x,-0.6
O=C(C[n+]1cc(-c2ccccc2)n2c1CCC2)OCc1ccccc1,7,17,-1,-1,-11,-6,5,-1.5,-2.2
N#Cc1cn(Cc2cccc(Cl)c2)c2ccccc12,6,1,-5,0,-2,8,2,0.7,0.6
COc1cc(NC(=S)NC(=O)CCc2ccccc2)cc(OC)c1,19,-3,-4,-9,1,-4,4,1.5,0.2
CCOC(=O)c1cn(CC)c2cc(N3CCN(C)CC3)c(F)cc2c1=O,3,0,4,-1,-7,-3,-16,0.1,0.0
Cc1oc2ccc(NS(=O)(=O)c3cccc4cccnc34)cc2c1C(=O)OC(C)C,4,5,5,-5,2,-19,5,0.4,0.2
CC(C)c1ccc(S(=O)(=O)N2CCN(C(=O)CCNC(=O)Nc3ccccc3)CC2)cc1,1,-18,5,3,-1,-2,16,0.0,-0.6
COc1ccccc1NC(=O)CSc1nnc(-c2ccco2)n1Cc1ccco1,0,17,-13,-1,12,11,6,-1.1,-2.9
CSc1ccccc1C(=O)C1CCCN(C(=O)CCc2cccnc2)C1 (stereo not drawn),1,-1,-5,0,-4,-2,7,-0.4,0.0
COc1cc(CNCc2cccnc2)ccc1OCC(=O)NC(C)(C)C,1,-1,-10,3,-2,5,11,1.0,0.3
CCc1nn(CCCC(=O)NC(C)c2ccccc2)c(=O)c2cc3occc3n12 (stereo not drawn),-1&-2,8,8,-4&-2,9&2,-4&5,-2&2,-0.4&0.8,-0.7&1.4
COCCNC(=S)N(C)C1(c2ccccc2Cl)CCCCC1=O (stereo not drawn),-3,13,2,-1,16,7,6,-0.3,0.5
O=C1CC(NC2CCN(C(=O)c3cccc(F)c3)CC2)C(=O)N1 (stereo not drawn),1,1,-23,-1,2,27,5,-0.9,0.2
CCN(CCCNC(=O)CN1N=C(c2ccccc2)CCC1=O)c1cccc(C)c1,-4,3,x,-1,5,13,11,-1.0,-0.8

Profiles, quoted from the list. Order of screens: D1 agonist	RXFP1 antagonist	D2 antagonist	D1 potentiator	TRHR enhancer	D1 antag	D2 PAM	D2 agonist	TRHR agonist
Shown for `CSc1ccccc1C(=O)C1CCCN(C(=O)CCc2cccnc2)C1` (stereo not drawn) : 1	-1	-5	0	-4	-2	7	-0.4	0.0
Shown for `COc1cc(CNCc2cccnc2)ccc1OCC(=O)NC(C)(C)C` : 1	-1	-10	3	-2	5	11	1.0	0.3

The list continues:
Structure,D1 agonist,RXFP1 antagonist,D2 antagonist,D1 potentiator,TRHR enhancer,D1 antag,D2 PAM,D2 agonist,TRHR agonist
CCC(=O)N1CCc2cc(Br)cc(S(=O)(=O)CCC(=O)N3CCN(c4ccc(OC)cc4)CC3)c21,0,-16,x,4,2,-3,-7,-0.6,-0.4
COc1ccccc1NC(=O)C1=C(C)NC(=O)NC1c1ccc(C)s1 (stereo not drawn),1,-2,-10,2,1,x,15,-0.6,0.1
CCc1ccccc1NC(=O)Cn1cc(C(=O)c2ccc(Cl)cc2)c(=O)c2ccc(C)nc21,2,-10,x,1,5,-5,4,x,1.3
CCSc1nc2c(cnn2-c2ccc(C)c(C)c2)c(=O)[nH]1,3,x,x,0,-5,0,x,x,0.2
O=C(COC(=O)c1ccc2[nH]c3c(c2c1)CCCC3)Nc1ccccc1,6,u,-3,-6,0,-12,10,0.4,0.0
CSc1ncccc1C(=O)OCC(=O)c1ccc2c(c1)NC(=O)CO2,3,10,1,3,3,-6,-2,-0.4,0.3
CCN(CC)S(=O)(=O)c1ccc(NC2CCCc3ccccc32)nc1 (stereo not drawn),5,-9,-14,-7,-4,-31*,-11,-0.8,-0.1
O=C(CCCC(=O)c1ccccc1)NCCc1ccccc1,-1,19,-16,-4,-2,-6,-1,0.1,-1.6
O=C(COc1ccc(Br)cc1)c1ccc2c(c1)CCCC2,16,-22,-18,-3,-12,2,-13,1.4,2.4
COc1cccc(NS(=O)(=O)c2ccc(Br)s2)c1,19,4,34*,-4,4,-35*,8,-0.2,-0.3
Cc1ccc2nsnc2c1NC(=O)c1ccc2c(c1)OCCO2,-2,-12,-6,-1,1,-3,-8,-0.3,-0.4
Cc1ccc(N2CCCn3c2nc2c3c(=O)n(CC(=O)OCc3ccccc3)c(=O)n2C)cc1C,1,x,9,-7,-4,-46*,4,0.3,0.0
COCCc1nc2ccc(C(=O)N3CCCCC3COC)cc2o1 (stereo not drawn),1,1,-13,-4,-5,1,-1,1.6,0.3
O=C(N/N=C/c1c[nH]c2ccccc12)c1sc2ccccc2c1Cl,0,3,-24,-10,0,-75*,-4,0.5,1.2
COc1ccc(C(=O)Oc2ccc(/C=N/NC(=O)c3cccnc3)cc2OC)cc1,11,-7,-14,x,2,-12,8,-1.4,-0.1
O=C(Nc1ccc(Cl)c(Cl)c1)Nn1cnnc1,5,-4,3,-8,4,-6,25,-0.7,-2.1
C[C@H](NC(=O)c1[nH]cnc1C(=O)Nc1nccs1)c1ccccc1,0,x,-14,-7,-2,x,9,0.2,0.5
Cc1cccc(-c2noc(CNC(=O)COc3ccccc3C)n2)c1,3,8,3,1,-4,16,-3,0.5,-0.5
Cc1ccc(C)c(NC(=O)C[n+]2ccccc2)c1,1,2,-5,30,65*,11,5,0.2,0.0
COc1cccc(S(=O)(=O)Nc2noc3ccccc23)c1,4,-4,-15,-3,8,-7,2,0.6,0.4
O=C(Nc1cc(N2CCCCC2)ncn1)c1ccccc1,1,2,-5,0,2,-12,-2,0.6,-0.9
O=C(CSc1nnc(CNc2ccc(F)cc2)n1Cc1ccccc1)NCc1ccccc1,1,-2,2,-3,-2,2,-4,-0.2,0.7
COc1ccc(CNC(=O)CN(C(=O)c2ccc(CN3CCOCC3)o2)C2CCCC2)cc1,-1,3,3,2,-4,-1,-2,0.4,0.2
O=Cc1cn(CC(O)Cn2cc(C=O)c3ccccc32)c2ccccc12,4,-9,13,-7,-7,-15,2,-0.4,0.1
Cc1c(CN2CCC(CO)(Cc3cccc(C(F)(F)F)c3)CC2)c2ccccc2n1C,82*,u,-7,-1,11,7,22,0.1,0.2
CCn1cnc2scc(-c3ccccc3)c2c1=O,0,-10,23,-3,9,-13,8,-0.4,-1.0
Cc1ccc(NC(=O)c2ccc(C(C)(C)C)cc2)cc1-n1cnnn1,0,-17,9,-2,-5,2,-24,0.1,0.8

An excerpt from above in order of their number in TRHR enhancer, falling.
smiles	D1 agonist	RXFP1 antagonist	D2 antagonist	D1 potentiator	TRHR enhancer	D1 antag	D2 PAM	TRHR agonist
Cc1c(CN2CCC(CO)(Cc3cccc(C(F)(F)F)c3)CC2)c2ccccc2n1C	82*	u	-7	-1	11	7	22	0.2
O=C(CSc1nnc(CNc2ccc(F)cc2)n1Cc1ccccc1)NCc1ccccc1	1	-2	2	-3	-2	2	-4	0.7
O=Cc1cn(CC(O)Cn2cc(C=O)c3ccccc32)c2ccccc12	4	-9	13	-7	-7	-15	2	0.1

The order is random; about 7.1% have a hit in one of these screens.
